Screening results as filed in PubChem BioAssay.
N-glyco inh = N-linked glycosylation inhibition; D54 ERlucT glycosylation luciferase reporter, 24 h; percent of 100 nM tunicamycin response; reporter increase, % at 12.5 µM; 360,000 tested, 0.23% active; AID 588692;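 active = mean luciferase reporter signal, scaled so untreated is 0 and the glycosylation-blocking control 100, at or above a set limit in every replicate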;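 note: luciferase carries N-glycosylation sites so blocking glycosylation raises the light; 0% = median of neutral control wells and 100% = median of 100 nM tunicamycin wells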
ABHD5-PLIN5 inh = blocks binding of human ABHD5 to perilipin-5; Q00G26+Q8WTS1; Split G. princeps luciferase complementation, luminescence, 4 h; inhibition, % at 4 µM; 360,000 tested, 0.78% active;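 active = inhibition above the mean inhibition across every tested compound plus 3 SD, cut at about 22% in these data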;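 note: 0% = DMSO only wells and the 100% control is not disclosed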
ABCB6 inh 2 = blocks the human ABCB6 transporter; Q9NP58; K562-ABCB6 porphyrin accumulation, flow cytometry, 1 h; active compounds read low; fluorescence ratio to DMSO, % at 10 µM; 360,000 tested, 0.19% active;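 active = fluorescence ratio to DMSO below 75%, the collection mean minus 3 SD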;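 note: signal is porphyrin accumulated inside mitochondria; 100% equals median channel fluorescence of DMSO control wells; lower ratio means ABCB6 inhibition with less porphyrin fluorescence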
Exocytosis inh = lytic granule exocytosis inhibition | TALL-104 LAMP-1 surface exposure, flow cytometry; cells stimulated with thapsigargin and PMA | inhibition, % at 10 µM | 360,000 tested, 0.66% active | AID 651702;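 active = inhibition above about 55%, limit read from the data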
aDG glyco up = alpha-DG glycosylation activation. 360,000 tested, 0.22% active. activation, % at 10 µM. Pro5-aDG cells, alpha-DG glycosylation AlphaScreen (IIH6); 0% Pro5, 100% B10-LARGE cell signal;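 active = activation of at least 8% versus controls, or a plate z-score of at least 8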;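 note: Pro5 are CHO cells carrying HIG-tagged alpha-DG that lacks glycosylation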
MC4R antag cAMP = antagonists of human melanocortin 4 receptor (MC4R); P32245; MC4R-expressing cells, MTII-stimulated cAMP, LANCE TR-FRET; inhibition, % at 6.5 µM; 360,000 tested, 0.48% active; AID 540295;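 active = inhibition above its plate's cutoff, the mean of tested wells on that plate plus 3 SD, cut at about 29% in these data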;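 note: 0% = Melanotan II alone and 100% = Melanotan II plus saturating MCL0020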
Target sequence (P32245 whole entry, looked up): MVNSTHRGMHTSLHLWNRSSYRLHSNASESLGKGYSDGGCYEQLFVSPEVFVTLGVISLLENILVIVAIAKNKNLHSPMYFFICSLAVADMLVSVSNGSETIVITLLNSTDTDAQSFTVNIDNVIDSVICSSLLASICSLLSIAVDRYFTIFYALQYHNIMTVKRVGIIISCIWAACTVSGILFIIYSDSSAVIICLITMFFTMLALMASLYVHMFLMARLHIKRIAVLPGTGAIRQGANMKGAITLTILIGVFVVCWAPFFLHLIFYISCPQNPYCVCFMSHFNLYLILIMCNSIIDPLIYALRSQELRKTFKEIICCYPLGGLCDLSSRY
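Assay system: U2OS cells stably expressing human melanocortin 4 receptor (MC4R) / Dosing: 6.5 µM / Timing: compound 30 min, challenge 1 h, detection 1 h / Measured by: Eu-cAMP/anti-cAMP TR-FRET, emission 671 nm / Replicates: singlicate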
hiPSC survival = hiPSC single-cell survival enhancement; 360,000 tested, 0.044% active; ATPlite luminescence; 100% = ROCK inhibitor wells, 0% = DMSO; survival enhancement, % at 20 µM; in the data active = survival enhancement above about 18%;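 note: cells exposed to compounds for 16 hours before the ATP read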
Cardio protect = modulators protecting cardiomyocytes from myocardial damage. H9c2 cardiomyocytes, H2O2 injury protection, ATPLite, 2 h. protection from H2O2 cell death, % at 20 µM. 360,000 tested, 0.63% active;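 active = compounds giving at least 50% protection of heart cells from peroxide-induced death in the single-dose screen, raw or plate-pattern-corrected value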;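 note: 0% = DMSO wells with peroxide and 100% = DMSO wells without peroxide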
MC4R ag barr = activates human MC4R beta-arrestin recruitment; U2OS MC4R beta-arrestin complementation, luminescence; percent of melanotan II response, DMSO zero; P32245; activation, % at 8.9 µM; 360,000 tested, 0.98% active;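 active = activation above a per-plate cutoff, the mean activation of sample wells on that plate plus 3 SD, cut at about 8% in these data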
m5-HT2A agonist = mouse HTR2A agonism via beta-arrestin recruitment; 360,000 tested, 0.66% active; activation, % at 7.6 µM; CHO-K1 mHTR2A beta-arrestin complementation, luminescence; percent of 30 µM serotonin response; AID 624169; P35363;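 active = activation above a run cutoff, the mean activation of all tested compounds plus 3 SD, cut at about 14% in these data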;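 note: 0% = plate median of compound wells and 100% = 30 µM serotonin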
Target sequence (P35363 whole entry, looked up): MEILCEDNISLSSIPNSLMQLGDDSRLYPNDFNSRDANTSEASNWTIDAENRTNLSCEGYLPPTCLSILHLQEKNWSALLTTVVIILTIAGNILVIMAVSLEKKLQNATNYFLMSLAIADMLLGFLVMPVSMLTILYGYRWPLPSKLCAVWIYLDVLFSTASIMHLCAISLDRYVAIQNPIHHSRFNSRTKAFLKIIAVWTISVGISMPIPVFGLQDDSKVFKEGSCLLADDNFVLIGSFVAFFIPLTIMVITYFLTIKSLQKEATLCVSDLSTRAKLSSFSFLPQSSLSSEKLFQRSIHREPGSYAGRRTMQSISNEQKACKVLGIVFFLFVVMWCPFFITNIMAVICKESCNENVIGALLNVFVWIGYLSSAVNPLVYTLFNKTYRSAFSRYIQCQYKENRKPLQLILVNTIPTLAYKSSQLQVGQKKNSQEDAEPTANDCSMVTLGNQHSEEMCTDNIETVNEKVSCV
Starred values were filed as active, the others as inactive; / = no result given.

SMILES | N-glyco inh | ABHD5-PLIN5 inh | ABCB6 inh 2 | Exocytosis inh | aDG glyco up | MC4R antag cAMP | hiPSC survival | Cardio protect | MC4R ag barr | m5-HT2A agonist
Cc1ccsc1C(=O)Nc1ccc2c(c1)OCCO2 | -15 | 14 | 101 | -1 | 0.7 | -3 | -2.1 | -22 | 2.9 | -4
Cc1cccc(NC(=O)NCc2cccnc2)c1C | 1 | 7 | 99 | 6 | -0.3 | -1 | -0.6 | -2 | 3.2 | 3
CC(=O)Nc1ccc(C(=O)N2CCCCC2c2cc(C(=O)NCc3ccc(F)cc3)no2)cc1 (stereo not drawn) | -1 | 10 | 95 | -4 | -0.2 | 4 | -2.2 | -5 | -1.5 | 0
CC1=C(C)CC(C(=O)NC2CCCC2)C(C(=O)O)C1 (stereo not drawn) | 1 | -8 | 95 | -3 | -0.1 | 3 | -0.1 | -2 | -1.1 | -1
CCN(C[C@H]1N[C@@](Cc2ccccc2)(C(=O)OC)[C@H]2C(=O)N(C)C(=O)[C@@H]12)C(=O)c1ccc(C(C)(C)C)cc1 | 2 | 6 | 97 | -4 | -0.1 | 12 | 6.3 | 4 | 0.0 | -4
Cc1ccc2nc(C(C)(C)C)c(Cc3ccccc3C(F)(F)F)n2c1 | -2 | -1 | 104 | -1 | 1.9 | / | -0.3 | -10 | / | 0
Cc1ccc2nc(N(CCN(C)C)C(=O)c3ccc4ccccc4c3)sc2c1 | -4 | 7 | 86 | 4 | -0.2 | 8 | 0.1 | 4 | -1.7 | -4
CCC1=C(OC(=O)N(CC)CC)N2C(=O)OC(=NCC(=O)OC)[C@]2(Cc2ccccc2)[C@H]2C1=CC[C@H]1C(=O)NC(=O)[C@H]12 | 2 | 6 | 94 | 4 | -0.2 | 9 | 2.2 | 8 | -0.6 | 3
Cc1ccc(CN2CCN(C3CCCC3)C(CCO)C2)s1 (stereo not drawn) | 0 | 4 | 96 | 1 | 0.0 | 7 | -0.5 | -2 | -0.3 | -3
O=C(NCc1ccccc1)C(CCc1ccccc1)n1c(=O)c(-c2cc3ccccc3[nH]2)nc2ccccc21 (stereo not drawn) | / | 10 | / | 4 | 2.3 | / | / | / | / | -2
O=C1/C(=C/c2ccccc2)Oc2cc(OC(=O)N3CCOCC3)ccc21 | -4 | -1 | 97 | 3 | 1.0 | 1 | -1.3 | -2 | -1.7 | 10
Cc1nc2ccc(F)cc2cc1C(=O)NCc1ccco1 | 3 | 1 | 99 | 3 | -0.2 | 4 | -0.4 | -4 | 0.4 | -4
COc1ccc(CNC(=O)CN2C(=O)NC3(CCCCCCC3)C2=O)cc1 | 0 | 0 | 94 | -1 | 0.0 | 7 | -2.6 | -4 | -1.9 | 2
CCOC(=O)c1c(C)n(C)c2ccc(OC)c(NC(=O)CCN3CCC(Cc4ccccc4)CC3)c12 | 1 | 4 | 98 | 32 | 0.0 | 20 | 0.0 | 1 | 1.1 | -6
CCOC(=O)Cc1csc(NC(=O)c2cccs2)n1 | 0 | -5 | 99 | -1 | 0.0 | 6 | -0.5 | -3 | 3.8 | -2
CCOc1cc(C(=O)N/N=C/c2ccsc2)cc(OCC)c1OCC | 21 | -4 | 94 | 5 | -0.1 | 9 | 0.7 | 2 | -1.7 | 0
Cc1nnc(NC(=O)c2csc3c2CCC(C)C3)s1 (stereo not drawn) | -2 | 8 | 100 | -2 | 0.1 | 17 | -0.6 | -6 | -1.9 | 4
CC1CC(=O)N(CC(=O)NCc2ccc3c(c2)OCO3)c2ccccc2S1 (stereo not drawn) | 0 | -5 | 98 | 0 | 0.0 | 18 | 0.1 | 0 | -0.1 | 6
Cc1ccccc1NC(=O)c1sc(Cl)nc1-c1ccccc1 | -1 | -6 | 90 | 0 | 0.2 | 23 | -2.3 | 3 | -1.9 | -5
Cc1nn(CC(=O)N(C)Cc2ccc(F)cc2)c(C)c1[N+](=O)[O-] | 4 | -6 | 95 | 0 | 0.1 | -2 | 2.9 | 4 | -1.7 | 3
COC(=O)c1ccc2ncccc2c1 | 1 | -5 | 95 | -2 | 0.0 | 4 | -2.9 | -14 | -0.1 | -3
C/C(Cn1nnc([N+](=O)[O-])n1)=N\NC(=O)c1ccccc1 | 5 | -2 | 96 | -1 | 1.2 | -1 | -1.5 | 1 | 1.7 | 3
CCN(CC)c1ccc(N2C(=NC(=O)C3CCCO3)SC3CS(=O)(=O)CC32)cc1 (stereo not drawn) | 2 | -2 | 97 | -1 | 0.2 | -2 | -0.4 | 3 | -2.7 | 2
CC1(C)NC(=O)N(CC(=O)OCC(=O)Nc2cccc(F)c2)C1=O | 1 | -4 | 98 | 1 | -0.2 | 7 | -2.0 | 1 | -0.5 | 3
O=C(CN1C(=O)C2C3C=CC(C3)C2C1=O)OCC(=O)c1ccc(Cl)cc1 (stereo not drawn) | / | -1 | 99 | 1 | -0.1 | 5 | 1.3 | 2 | -2.0 | 1
The list goes on.
SMILES | N-glyco inh | ABHD5-PLIN5 inh | ABCB6 inh 2 | Exocytosis inh | aDG glyco up | MC4R antag cAMP | hiPSC survival | Cardio protect | MC4R ag barr | m5-HT2A agonist
NC(=O)[C@@H]1CCCN1Cc1nc(-c2ccc(C(F)(F)F)cc2)no1 | -1 | -4 | 99 | 2 | 0.2 | 16 | -1.7 | -3 | -1.5 | 0
Cn1c(=O)c(=O)n(C)c2cc(S(=O)(=O)N3CCOc4ccccc43)ccc21 | -1 | 4 | 92 | -18 | 0.0 | 16 | -0.3 | 1 | -3.9 | -2
CC1c2cc3c(cc2CCN1CC(=O)Nc1ccc(S(=O)(=O)N2CCCC2)cc1)OCCCO3 (stereo not drawn) | 2 | -1 | 98 | -2 | 0.2 | 2 | -0.2 | 6 | -0.7 | 6
Cc1ccc(S(=O)(=O)N2CCCN(S(=O)(=O)c3ccc(C(F)(F)F)cc3)CC2)cc1 | 1 | 2 | 194 | 0 | -0.1 | -12 | -2.1 | -8 | 28* | -1
COc1ccc(-c2nc(CN3CCCC(C(=O)NC4CCCC4)C3)c(C)o2)cc1 (stereo not drawn) | -1 | -4 | 103 | -4 | 0.8 | -8 | -0.8 | 2 | -1.6 | 3
O=c1cc(-c2cccnc2)oc2c1ccc1ccccc12 | 9 | 5 | 104 | 3 | -0.1 | -15 | -0.5 | 76* | 1.1 | 1
Cc1ccc(C(=O)COC(=O)c2cn(-c3ccccc3)nc2-c2ccccc2)cc1[N+](=O)[O-] | 0 | -2 | 90 | -2 | 4.1 | 8 | -2.4 | -9 | -1.3 | 2
COc1ccc(-c2c(C(F)(F)F)[nH]n3c(=O)cc(-c4ccccc4)nc23)cc1 | 1 | -4 | 95 | 20 | 0.0 | 5 | -0.3 | -13 | -0.1 | -3
CCCc1nn(C)c(C(=O)Nc2ccc3ccccc3c2)c1Cl | 2 | -11 | 99 | 0 | -0.1 | 14 | 0.1 | -7 | 9.4* | -1
COc1cccc(NC(=O)CSc2nnc(Cc3ccc(C)cc3)c(=O)n2N)c1 | -3 | -6 | 99 | 6 | 0.0 | -1 | 0.4 | 4 | -2.4 | -1
Cc1ccc(C(C(=O)NC(C)(C)C)N(Cc2ccco2)C(=O)Cn2nnc(-c3cccs3)n2)cc1 (stereo not drawn) | -4 | -4 | 103 | -1 | 0.3 | 1 | -1.1 | -2 | 0.0 | -5
O=[N+]([O-])c1ccc2c(c1)C=C1CCCCC1(N1CCCCC1)O2 (stereo not drawn) | 1 | -2 | 99 | -2 | 0.0 | 7 | 4.4 | 2 | -1.2 | 1
COCCNC(=O)Cn1cnc2ccc(S(=O)(=O)N3CCC(C)CC3)cc2c1=O | -1 | 0 | 85 | 0 | -0.3 | 9 | -0.5 | 8 | 1.0 | 1
COc1ccc(NC2CCCN(C(=O)c3ccc4nccnc4c3)C2)cc1OC (stereo not drawn) | 4 | -12 | 105 | -17 | -0.1 | 14 | -0.5 | 2 | -4.4 | -4
O=S(=O)(Cc1cc(N2CCOCC2)nc(-c2ccccn2)n1)c1ccccc1 | -1 | 0 | 97 | 2 | -0.1 | 5 | -2.4 | -3 | 0.0 | -1
COc1cc(-c2nnc(COC(=O)c3ccc(C)o3)o2)cc(OC)c1OC | 2 | 0 | 99 | -3 | 0.0 | -5 | -0.4 | 11 | -0.9 | -2
O=C(CCNc1n[nH]c(=O)[nH]c1=O)N/N=C\c1cccc(OCc2ccccc2)c1 | 1 | 4 | 94 | -3 | 0.0 | 2 | -0.6 | 3 | 0.9 | -4
O=C(O)C1CCN(C(=O)Cc2ccccc2)CC1 | 2 | 6 | 97 | 3 | -0.1 | 2 | 0.4 | -4 | -1.8 | -2
O=C(NCc1cccs1)c1cc(S(=O)(=O)N2CCOCC2)ccc1N1CCCC1 | 2 | -1 | 101 | 1 | -0.3 | 0 | 0.1 | -2 | -1.4 | -4
Cc1cc2c(=O)n(C)c(SCC(=O)Nc3cccc(F)c3)nc2s1 | -1 | 1 | 96 | 13 | 0.8 | 7 | -0.2 | -7 | -1.6 | 9
CCOC(=O)CC1C(=O)NCCN1C(=S)NC(=O)c1ccccc1OC (stereo not drawn) | 4 | 8 | 91 | 3 | -0.7 | 2 | -0.3 | 3 | 0.4 | 16*
CCOC(=O)N1CCC(N2C(=O)c3cc(C(=O)NC4CCCCC4)ccc3C2O)CC1 (stereo not drawn) | -1 | -1 | 99 | -6 | -0.2 | 6 | 2.2 | 2 | 0.2 | -4
CCOC(=O)Cc1csc(NC(=O)/C=C/c2ccco2)n1 | -1 | 2 | 95 | -6 | 0.2 | -2 | -0.4 | -7 | 0.1 | 4
CN1CCN(c2oc(Cc3cccc4ccccc34)nc2C#N)CC1 | -2 | 16 | 98 | -3 | 0.3 | 7 | -0.1 | -6 | 1.0 | -10
Cc1cccc(Nc2ccccc2)c1 | 0 | -5 | 99 | -1 | -0.1 | 13 | -1.1 | -2 | 0.3 | 6
CC1(C(=O)OCC(=O)Nc2nnc(-c3ccccc3)o2)CC1(Cl)Cl (stereo not drawn) | 2 | 9 | 88 | 0 | 0.1 | 8 | -0.2 | 18 | -1.5 | 11
Oc1cccc(/C=N\Nc2nncc(-c3ccccc3)n2)c1 | 2 | -1 | 92 | 0 | -0.1 | 10 | -1.7 | 16 | -2.3 | 0
Cc1ccc(NC(=O)Cn2cnc3sc(C(=O)NCc4ccco4)c(C)c3c2=O)cc1Cl | -5 | -1 | 103 | -4 | 0.5 | 23 | -0.6 | 1 | 8.2 | -2
COc1cc(/C=N\NC(=O)C(C)(C)O)ccc1OC/C=C/c1ccccc1 | 2 | -3 | 100 | 1 | -0.1 | 2 | -0.4 | 4 | -2.2 | -4
Cc1c(C2(O)CCCCC2)[nH]c2cc(C(F)(F)F)ccc12 | 0 | -13 | 99 | 4 | -0.1 | 15 | -1.8 | -28 | 3.9 | 19*

Entries from the list above with an aryl thioether with sulfur outside any ring, in the order listed:
SMILES | N-glyco inh | ABHD5-PLIN5 inh | ABCB6 inh 2 | Exocytosis inh | aDG glyco up | MC4R antag cAMP | hiPSC survival | Cardio protect | MC4R ag barr | m5-HT2A agonist
COc1cccc(NC(=O)CSc2nnc(Cc3ccc(C)cc3)c(=O)n2N)c1 | -3 | -6 | 99 | 6 | 0.0 | -1 | 0.4 | 4 | -2.4 | -1
Cc1cc2c(=O)n(C)c(SCC(=O)Nc3cccc(F)c3)nc2s1 | -1 | 1 | 96 | 13 | 0.8 | 7 | -0.2 | -7 | -1.6 | 9

Compounds were not picked by outcome; any-hit rate near 4.5%.
